# Rab2 wt GTP = changes GTP binding to wildtype dog Rab2A, up or down. P61105. GST-Rab2 wt beads, Bodipy-GTP binding, flow cytometry. GTP binding activity, % at 10 µM. 0.19% of 190,000 active. AID 760;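 active = GTP binding activity at least 20 points away from 100%, either lowered or raised; inconclusive = signal likely due to the compound's own green fluorescence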;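 note: 0% = beads with excess unlabeled GTP and 100% = no-compound control corrected for plate trend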
# Rac1 wt modul = human Rac1 wildtype GTP binding, inhibitors and activators; 0.27% of 190,000 active; GST-Rac1 beads, fluorescent GTP binding, flow cytometry; actives lie on both sides; 0 = cold GTP competed, 100 = untreated; GTP binding activity (% of control), % at 10 µM;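 active = GTP binding activity at least 20 points away from the 100% control level, either lower or higher; inconclusive = compound flagged as likely green fluorescent, judged across all proteins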
# Cdc42 wt GTP = human Cdc42 wildtype GTP binding change, either direction | P60953 | GST-Cdc42 beads, Bodipy-GTP binding, flow cytometry; actives lie on both sides | percent activity (GTP binding), % at 10 µM | 0.2% of 190,000 active;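 active = percent activity GTP binding at least 20 points away from the 100% baseline, either down as inhibitor or up as activator; inconclusive = compound flagged as likely green fluorescent from well-wide comparison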;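 note: median bead fluorescence of bound Bodipy-FL-GTP at 100 nM; 0% = excess unlabeled GTP control and 100% = no compound control; below 100% means less GTP binding so inhibitor and above means activator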
# Target sequence (P60953 whole entry, looked up): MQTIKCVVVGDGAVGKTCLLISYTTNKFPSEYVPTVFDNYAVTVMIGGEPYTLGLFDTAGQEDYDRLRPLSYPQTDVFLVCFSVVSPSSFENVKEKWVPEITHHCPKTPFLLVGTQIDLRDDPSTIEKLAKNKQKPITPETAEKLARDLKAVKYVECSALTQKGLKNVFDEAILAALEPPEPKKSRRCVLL
# Mcl1-Bid inh = disrupts binding of human Mcl-1 to Bid peptide. AID 1021. 0.97% of 220,000 active. TR-FRET Mcl-1/Bid-Dy647 peptide binding, 1536-well. inhibition, % at 21.7 µM;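 active = compounds that cut the binding signal by more than half at the single screening dose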;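 note: His-tagged Mcl-1 with europium anti-His antibody binding Bid BH3 peptide; 0% = Mcl-1 plus peptide wells and 100% = peptide-only wells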
# Target sequence (Q07820 whole entry, looked up): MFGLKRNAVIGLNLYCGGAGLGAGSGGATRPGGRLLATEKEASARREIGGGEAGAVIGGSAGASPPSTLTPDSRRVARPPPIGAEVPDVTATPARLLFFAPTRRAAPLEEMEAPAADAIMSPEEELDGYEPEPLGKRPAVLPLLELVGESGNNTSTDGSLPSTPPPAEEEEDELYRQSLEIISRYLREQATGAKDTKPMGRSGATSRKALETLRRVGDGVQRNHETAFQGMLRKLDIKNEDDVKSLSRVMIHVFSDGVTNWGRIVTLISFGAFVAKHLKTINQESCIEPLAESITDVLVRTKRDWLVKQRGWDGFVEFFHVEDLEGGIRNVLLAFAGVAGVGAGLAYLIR
# Avidin bead fluor = compound fluoresces at 488/530 nm on avidin beads; 0.38% of 220,000 active; fluorescence (KMESF) at 10 µM; compound fluorescence 488/530 nm, flow cytometry; hits give high values; in the data active = fluorescence above about 47; note: inactives centre near 10
# Mcl1 Noxa PPI = Mcl-1/Noxa interaction inhibition; Q07820; TR-FRET Mcl-1/Noxa peptide binding, 2 h; inhibition, % at 21.7 µM; 1.5% of 220,000 active; AID 1022;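 active = compounds that cut the protein-peptide binding signal by more than 50% relative to plate controls in a single-dose test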;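 note: His-tagged Mcl-1 with rhodamine Noxa BH3 peptide and terbium anti-His antibody; 0% = Mcl-1 plus Noxa peptide wells and 100% = peptide-only wells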
# GSH bead fluor = GSH bead compound fluorescence profile; GSH beads flow cytometry, compound fluorescence 488/530 nm; hits give high values; fluorescence (KMESF) at 10 µM; 0.25% of 190,000 active; in the data active = fluorescence above about 89;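 note: glutathione beads carrying GST-tagged Bcl family fusion proteins plus one bare bead set; values are compound well signal with DMSO vehicle wells as background; inactives centre near 16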
# Rab7 wt modul = modulators of GTP binding to dog Rab7 wildtype GTPase. GST-Rab7 beads, fluorescent GTP binding, flow cytometry; actives lie on both sides; untreated = 100%, excess cold GTP = 0%. GTP binding activity (percent of control), % at 10 µM. 0.055% of 190,000 active;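 active = fluorescent GTP binding to Rab7 beads changed by at least 20 points from the 100% baseline, either direction, mostly lower; inconclusive = compound itself probably fluorescent, or too few beads counted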;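 note: median green fluorescence of bound Bodipy-FL-GTP per Rab7 bead population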
# Pf gamet viab = inhibitors of late stage P. falciparum gametocyte viability; 0.065% of 150,000 active; inhibition, % at 10.9 µM; P. falciparum stage V gametocytes, ATP luminescence, 24 h;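 active = inhibition above the mean plus 3 SD of compounds within the control limits, set per campaign, cut at about 38% in these data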;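 note: 0% = DMSO wells and 100% = medium only without gametocytes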
# HRas wt GTP bind = changes GTP binding to wildtype human HRas | P01112 | GST-Ras wt beads, Bodipy-FL-GTP binding, flow cytometry; actives lie on both sides | 0.14% of 190,000 active | GTP binding activity, % at 10 µM;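 active = GTP binding activity at least 20% away from the 100% baseline, either lowered as inhibitor or raised as activator; inconclusive = flagged as likely green fluorescent, judged across all proteins in the well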;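 note: 0% = unlabeled GTP competition control and 100% = no-compound control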
# Target sequence (P01112 whole entry, looked up): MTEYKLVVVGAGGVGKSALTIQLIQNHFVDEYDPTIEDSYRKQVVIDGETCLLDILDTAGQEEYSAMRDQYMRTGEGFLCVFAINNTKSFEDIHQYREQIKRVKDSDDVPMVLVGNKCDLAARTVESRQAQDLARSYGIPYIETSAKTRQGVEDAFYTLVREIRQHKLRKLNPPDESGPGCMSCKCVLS
# Rac1 act GTP bind = modulators of GTP binding to human Rac1 activated mutant; P63000; GST-Rac1 activated beads, fluorescent GTP binding, flow cytometry; actives lie on both sides; 100% means binding = to untreated wells; percent activity (GTP binding), % at 10 µM; 0.11% of 190,000 active; AID 764;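 active = GTP binding at least 20 percentage points away from the 100% baseline, in either direction, so actives lie on both sides; inconclusive = Compound likely fluorescent itself, or too few beads counted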
# Active calls of the source: *; ? = inconclusive; / = no result given.
SMILES,Rab2 wt GTP,Rac1 wt modul,Cdc42 wt GTP,Mcl1-Bid inh,Avidin bead fluor,Mcl1 Noxa PPI,GSH bead fluor,Rab7 wt modul,Pf gamet viab,HRas wt GTP bind,Rac1 act GTP bind
O=C(Cn1cnc2c(nnn2-c2ccc(F)cc2)c1=O)NCC1CCCO1 (centres undefined),100,101,98,0,6,6,13,97,-3,99,100
CCOc1ncccc1C(=O)NCc1ccccc1Cl,95,96,98,0,26,-3,22,97,12,96,96
O=C(COC(=O)c1cccc(C(=O)OCC(=O)NC2CC2)n1)NC1CC1,95,99,96,-41,12,-17,9,94,-9,96,98
Cc1ccc(S(=O)(=O)NNC(=O)C2COc3ccccc3O2)cc1C (centres undefined),97,98,92,-12,20,8,10,99,11,95,93
CCN(CC)CCCn1c(=S)[nH]c2cc(C(=O)OC)ccc2c1=O,?,?,?,-42,13,8,24,?,/,?,?
Cc1sc(NC(=O)CN(Cc2ccccc2)C(=O)C(C)C)c(C(N)=O)c1C,104,104,101,-10,2,2,6,101,-20,106,104
Clc1ccc(-n2nnnc2-c2cnc(-c3ccccn3)nc2-c2cccs2)cc1,96,104,95,11,/,6,18,99,17,98,98
COC(=O)c1ccccc1NC(=O)CN(c1cc(OC)ccc1OC)S(C)(=O)=O,103,101,102,-34,17,10,11,103,/,104,97
CCN(CC)S(=O)(=O)c1cc(C)c(C)cc1Br,101,105,102,-7,32,13,21,97,-22,100,97
Cc1cccc(CSCc2nnc(N)s2)c1,99,101,102,-2,8,-3,35,101,-10,100,100
C/C(=N\O)c1sc(-c2ccccc2)nc1C,100,104,98,-1,9,13,14,102,-6,101,99
COc1ccc(N2C(=O)CC(Sc3nc4ccccc4s3)C2=O)cc1 (centres undefined),93,96,91,-21,17,-5,12,99,18,95,92
Cc1cc(C(=O)CCl)c(C)n1CC1COc2ccccc2O1 (centres undefined),95,101,95,-32,23,4,13,101,/,96,95
CN(C)c1ccc(/C=C/c2ccncc2)cc1,100,100,101,-18,5,-12,28,101,/,100,96
O=C(CSc1ncn(-c2ccccc2)n1)Nc1nc2c(s1)CCCC2,93,97,99,-37,12,47,38,96,-18,98,92
COc1ccc(Cl)cc1N(CC(=O)N1CCN(Cc2ccccc2)CC1)S(C)(=O)=O,95,96,100,0,31,-1,18,95,/,99,97
CC(C)(CNC(=O)C1CCCC1)CNC(=O)C1CCCC1,100,102,105,-6,8,3,14,100,/,100,100
Cc1cc([N+](=O)[O-])nn1CC(=O)Nc1cccc2nonc12,101,99,98,-42,22,30,16,107,-12,101,99
Cn1ccc(C(=O)Nc2ccc(Br)cc2Br)n1,95,102,96,-2,2,12,11,95,-10,93,97
COCc1nnc(NC(=O)c2ccc(S(=O)(=O)N(CC(C)C)CC(C)C)cc2)o1,91,94,91,-36,5,-115,23,94,10,94,93
Cc1onc(-c2ccccc2)c1C(=O)N1CCN(C(=O)c2ccco2)CC1,100,105,103,-27,5,-7,13,96,/,101,100
CCOC(=O)c1c(NC(=O)C2=C(C)NC(=S)NC2c2ccccc2C(F)(F)F)sc(C)c1C (centres undefined),93,99,97,-20,10,-15,11,95,/,96,94
COc1ccc(S(=O)(=O)N2CCC(C(=O)NCc3cccc(OC)c3)CC2)cc1,98,96,97,-2,14,-3,23,96,/,99,93
CCOn1c(=O)c(-c2ccc(Cl)cc2)[n+]([O-])c2ccccc21,98,101,99,-19,27,-23,23,100,/,96,96
CC(C)(C)NC(=O)/C(=C\C=C\c1ccccc1)NC(=O)c1ccc([N+](=O)[O-])cc1,102,102,100,10,13,-3,22,100,-13,101,97
Cc1cc(C(=O)N/N=C/c2ccc(OC(=O)c3ccccc3Br)cc2)n[nH]1,99,99,98,-24,11,6,25,95,/,95,95
COC(=O)c1ccc(COC(=O)CCC(=O)c2cccs2)cc1,101,103,100,1,5,2,10,102,12,97,97
CC(C)(CNC(=O)/C=C/c1ccc(F)cc1)CNC(=O)/C=C/c1ccc(F)cc1,97,100,101,12,12,4,12,98,/,98,100
O=C(CC1N=C(Cc2ccccc2)NNC1=O)N/N=C/c1ccc([N+](=O)[O-])cc1 (centres undefined),97,96,95,-13,11,-19,24,97,-5,97,96
O=C(Nc1cccc(N2C(=O)C3C4C=CC(C4)C3C2=O)c1)c1cccs1 (centres undefined),98,97,91,-21,12,6,13,103,-11,97,96
O=C(C[n+]1ccc(/C=N/O)cc1)N(Cc1ccccc1)Cc1ccccc1,101,100,98,-11,9,13,13,104,7,99,99
Cc1csc(SCC(=O)c2c(N)n(C)c(=O)n(C)c2=O)n1,99,104,97,3,24,-15,23,102,0,101,97
COc1ccccc1Cc1nnnn1CC(=O)O,98,98,99,30,11,-41,26,96,/,99,97
O=C(NCC(=O)N(CCc1ccccc1)C(C(=O)NC1CCCC1)c1cccnc1)c1ccco1 (centres undefined),98,102,103,-10,7,7,42,97,/,99,98
O=C(O)C1CC1C(=O)N1CCN(c2ccc(Cl)c(Cl)c2)CC1 (centres undefined),98,101,101,-25,39,-8,16,99,/,99,100
Cc1ccc(S(=O)(=O)Nc2cc3c(C(=O)Nc4ccccc4)c(C)oc3c3ccccc23)cc1,94,97,96,-26,25,36,10,96,-2,96,95
C#CCOCCOCCOCCNc1nc(N2CCN(C(=O)[C@H]([C@@H](C)CC)n3cc([C@@H](N)CO)nn3)CC2)nc(N2CCN(C(=O)[C@H](CCCCN)n3cc([C@@H](N)C(C)CC)nn3)CC2)n1 (some centres undefined),94,98,93,18,6,21,22,96,/,96,96
CCOC(=O)c1cc(CC)sc1NC(=O)Cc1ccccc1,98,103,101,-14,26,-20,14,101,10,101,99
COc1ccc(C)cc1NC(=O)N1CCC(CO)(CC2CCCCO2)CC1 (centres undefined),101,101,99,-16,7,9,12,105,-2,99,98
CCCCN(C)C(=O)Cn1cnc2sc(C)cc2c1=O,101,105,104,-11,110*,-5,21,94,-20,99,99
Cc1ccc(-c2nc(C#N)c(N3CCCCC3)o2)cc1,100,106,102,-5,7,-4,18,97,/,100,98
COc1cc(C(C(=O)NC2CCCCC2)N(Cc2ccco2)C(=O)c2cnccn2)cc(OC)c1OC (centres undefined),99,100,99,-56,12,19,14,99,22,98,97
COc1ccc(NC(=S)Nc2cccc(Cl)c2)cc1OC,94,98,93,-68,20,9,11,101,9,96,95
COc1cc2c(cc1NC(=O)CSc1ccccc1)oc1ccccc12,97,99,97,-6,4,7,7,96,-3,96,97
CC(C)CNS(=O)(=O)c1ccc(CCC(=O)N2CCN(Cc3ccc4c(c3)OCO4)CC2)cc1,103,106,102,-4,36,16,21,98,/,103,99
CCSc1cc(N2CCCC2)nc(-c2ccccc2Cl)n1,99,105,104,-4,4,19,6,100,-16,102,101
COc1ccc(C(=O)NCCN2CCOCC2)cc1OC,103,103,100,-2,21,5,11,103,/,101,101
CC(C)CC(=O)c1c[nH]c(C(=O)O)c1,100,99,97,-4,9,4,26,106,-7,99,98
CN(C)c1cc[n+](CC(=O)c2ccc(-c3ccccc3)cc2)cc1,101,104,100,-14,8,-3,16,97,-6,99,98
CCCCOc1ccc(C(=O)OCC(=O)Nc2cc(C)on2)cc1,98,98,93,-32,12,-4,17,98,-2,99,97
COc1ccc(S(=O)(=O)N2CCCC(C(F)(F)F)C2)cc1 (centres undefined),98,102,101,-9,21,14,11,96,/,98,98
O=C(NNS(=O)(=O)c1ccc(Cl)cc1)c1sccc1-n1cccc1,101,98,101,-29,15,-5,29,95,/,101,98
CCOc1ccc(-n2c(SCC(=O)Nc3ccc4c(c3)OCCO4)nc3c(c2=O)SCC3)cc1,98,100,100,-16,10,15,31,98,/,95,95
O=C(c1cnccn1)N(Cc1cccs1)C1(C(=O)NC2CCCC2)CCCCC1,95,102,94,10,4,13,86,95,16,96,96
CCCC(=O)Nc1nnc(-c2ccccc2)o1,95,101,99,1,4,-1,19,96,/,96,98
O=c1[nH]c(CN2CCN(c3ccc(O)cc3)CC2)nc2scc(-c3ccc(Cl)cc3)c12,96,92,96,-55,20,66*,8,103,4,98,93

# Another view of some results above:
canonical_smiles | Rab2 wt GTP | Rac1 wt modul | Cdc42 wt GTP | Mcl1-Bid inh | Avidin bead fluor | Mcl1 Noxa PPI | GSH bead fluor | Rab7 wt modul | Pf gamet viab | HRas wt GTP bind | Rac1 act GTP bind
O=C(Cn1cnc2c(nnn2-c2ccc(F)cc2)c1=O)NCC1CCCO1 (centres undefined) | 100 | 101 | 98 | 0 | 6 | 6 | 13 | 97 | -3 | 99 | 100
CCOc1ncccc1C(=O)NCc1ccccc1Cl | 95 | 96 | 98 | 0 | 26 | -3 | 22 | 97 | 12 | 96 | 96
O=C(COC(=O)c1cccc(C(=O)OCC(=O)NC2CC2)n1)NC1CC1 | 95 | 99 | 96 | -41 | 12 | -17 | 9 | 94 | -9 | 96 | 98
Cc1ccc(S(=O)(=O)NNC(=O)C2COc3ccccc3O2)cc1C (centres undefined) | 97 | 98 | 92 | -12 | 20 | 8 | 10 | 99 | 11 | 95 | 93
CCN(CC)CCCn1c(=S)[nH]c2cc(C(=O)OC)ccc2c1=O | ? | ? | ? | -42 | 13 | 8 | 24 | ? | / | ? | ?
Cc1sc(NC(=O)CN(Cc2ccccc2)C(=O)C(C)C)c(C(N)=O)c1C | 104 | 104 | 101 | -10 | 2 | 2 | 6 | 101 | -20 | 106 | 104
Clc1ccc(-n2nnnc2-c2cnc(-c3ccccn3)nc2-c2cccs2)cc1 | 96 | 104 | 95 | 11 | / | 6 | 18 | 99 | 17 | 98 | 98
COC(=O)c1ccccc1NC(=O)CN(c1cc(OC)ccc1OC)S(C)(=O)=O | 103 | 101 | 102 | -34 | 17 | 10 | 11 | 103 | / | 104 | 97
CCN(CC)S(=O)(=O)c1cc(C)c(C)cc1Br | 101 | 105 | 102 | -7 | 32 | 13 | 21 | 97 | -22 | 100 | 97

# Screens deposited in PubChem BioAssay by several laboratories.
